Screens from PubChem BioAssay.
Akt phos inh – HTS Assay for Inhibitors of Akt Phophorylation: Primary Screen. AID 651550, 2012. activity change, % for hits at 50 µM. 360,000 tested, 0.32% active. Neuro2A IGF-stimulated pAkt S473 HTRF, 20 min; stronger effect = lower value; in the data active = activity change below about -80%; inconclusive = mostly about -51% to -80%; also: % is scaled to controls: 0 for no effect and ±100 for the full control effect
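Neuro2A cells in DMEM with 0.5% FBS, overnight at 37 deg C, given compound at single 50 µM final, then IGF (6 nM final) for 20 min at 37 deg C. Lysed; phospho-Akt Ser473 by HTRF after 24 h, 665/615 ratio.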
FUS yeast rescue – qHTS for Suppressors of FUS Proteinopathy: Primary screen using FUS-linked yeast assay | S. cerevisiae FUS-expressing, growth rescue, OD600, 24 h | Potency, µM (top dose mostly 76.6 µM), inactives show at the top dose growth rescue (activation), usual class: activators | 390,000 tested, 0.24% active | AID 1347120, 2019;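 also: potency is read from the fitted curve at half-maximal effect; plate controls were DMSO vehicle for no effect and reference control for full effect; nearly all actives have a fitted effect of over 55% in size; some results filed as inactive show a strong effect at the top dose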
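Absorbance at 600 nm, taken 24hr after compound addition, measured rescue of FUS-yeast growth at 30C. Induction used 2% galactose with seeding at OD 0.005. Controls: CP55940 from 92uM final, DMSO only.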
Abeta rescue – qHTS for compounds that reverse cellular toxicity of Amyloid beta (A-beta) peptide in yeast: Primary Screen | Potency, µM (top dose mostly 46.1 µM), without a hit: at the highest dose growth rescue, usual class: activators | AID 1347071, 2019 | yeast expressing A-beta42, growth rescue, OD600, 48 h; response scale: 0% DMSO, 100% iron-clioquinol control | 410,000 tested, 0.063% active; also: potency is read from the fitted curve at half-maximal effect; nearly all actives have a fitted effect of over 55% in size
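Growth rescue measured by 600 nm absorbance after 48 h yeast culture at 30 C with compound. Values normalized between DMSO and an equimolar ferric chloride plus clioquinol control.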
aSyn rescue – qHTS of alpha-syn Inhibitors | Yeast expressing alpha-synuclein, growth rescue, BacTiter-Glo, 24 h | Potency, µM (highest dose often 46.1 µM), for the others: at the top dose growth rescue (activation), usual class: activators | 370,000 tested, 0.14% active; also: potency is read from the fitted curve at half-maximal effect; % of control where 0% means no effect; nearly all actives have a fitted effect of over 65% in size
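Rescue of yeast growth: cells expressing toxic alpha-synuclein, induced in galactose at OD600 0.02, incubated with compound 24 h at 30 C. ATP luminescence quantified growth; inhibitors of toxicity appear as activators.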
GLP-1R inv ag – qHTS of GLP-1 Receptor Inverse Agonists (Inhibition Mode) | 410,000 tested, 1.6% active | Glucagon-like peptide 1 receptor (Homo sapiens), P43220 | Potency, µM (highest dose often 38.3 µM), inactives show at the top dose activity change, negative = inhibition, usual class: inhibitors | HEK293 GLP-1R CRE-luciferase, luminescence, 24 h; GLP-1R form is constitutively active; also: potency is read from the fitted curve at half-maximal effect; % is scaled to controls: 0 for no effect and ±100 for the full control effect; nearly all actives have a fitted effect of over 55% in size
Target sequence (P43220 whole entry, looked up): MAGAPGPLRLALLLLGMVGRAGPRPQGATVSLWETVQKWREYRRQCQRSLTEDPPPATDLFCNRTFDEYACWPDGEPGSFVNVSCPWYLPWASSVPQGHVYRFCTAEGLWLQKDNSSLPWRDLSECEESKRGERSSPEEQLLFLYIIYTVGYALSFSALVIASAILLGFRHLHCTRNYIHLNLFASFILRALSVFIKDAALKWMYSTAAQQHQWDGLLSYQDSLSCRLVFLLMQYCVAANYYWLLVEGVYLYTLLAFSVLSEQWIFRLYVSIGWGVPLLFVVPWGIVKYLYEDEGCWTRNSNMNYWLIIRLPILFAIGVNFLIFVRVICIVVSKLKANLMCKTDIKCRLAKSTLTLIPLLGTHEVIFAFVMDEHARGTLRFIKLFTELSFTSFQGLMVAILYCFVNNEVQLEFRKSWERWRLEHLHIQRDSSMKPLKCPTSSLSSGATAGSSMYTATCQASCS
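HEK293 cells stably co-expressing a cAMP-responsive luciferase reporter and constitutively active GLP-1R were seeded, incubated 12 h, then exposed to compounds for 24 h at 37 C. Luminescence was read 12 min after detection reagent; inverse agonists lower signal.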
GLP1R cytotox – qHTS of GLP-1 Receptor Inverse Agonists: Cytotox Screen; HEK293 cAMP-luciferase reporter cells, luminescence, 24 h; Potency, µM (highest dose often 38.3 µM), for inactives: at the top dose activity change, negative = inhibition, usual class: inhibitors; 410,000 tested, 0.13% active;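 also: loss of luciferase light is scored as toxicity; potency is read from the fitted curve at half-maximal effect; % is scaled to controls: 0 for no effect and ±100 for the full control effect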
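Compound-treated cells are incubated 24 hr at 37 deg C under 5% CO2 after a 12 hour attachment period, then luciferase detection reagent is added and luminescence is measured following 12 min at room temperature; lowered signal indicates toxicity.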
Mm-Cpn inhibitor – Inhibitors of TCP-1 ring complex (TRiC) of Methanococcus maripaludis (MmCpn): qHTS. 330,000 tested, 0.031% active. Chaperonin Mm-Cpn (Methanococcus maripaludis). AID 504842, 2011. Potency, µM (highest dose often 76.9 µM), for the others: at the highest dose activity, negative = inhibition, usual class: inhibitors. purified Mm-Cpn ATPase, ADP Transcreener TR-FRET; also: potency is read from the fitted curve at half-maximal effect; % is scaled to controls: 0 for no effect and ±100 for the full control effect; nearly all actives have a fitted effect of over 80% in size
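Eu-cryptate anti-ADP/ADP-d2 competition gives a ratio inversely related to ADP. Enzyme at 25 nM was pre-exposed to compound for 10 min, then given 10 uM ATP for 30 min, 37°C throughout.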
PTHR1 ag – qHTS for PTHR1 Agonists: Primary Screen; Potency, µM (titrated, usually from 115 µM), for inactives: at the highest dose activation, usual class: activators; 410,000 tested, 0.075% active; HEK293 GP2 PTHR1 cells, GloSensor cAMP luminescence, 1 h; also: potency is read from the fitted curve at half-maximal effect; nearly all actives have a fitted effect of over 55% in size; some results filed as inactive show a strong effect at the top dose; inactives centre near -15; many of its hits are not listed in these tables
Target sequence (Q03431 whole entry, looked up): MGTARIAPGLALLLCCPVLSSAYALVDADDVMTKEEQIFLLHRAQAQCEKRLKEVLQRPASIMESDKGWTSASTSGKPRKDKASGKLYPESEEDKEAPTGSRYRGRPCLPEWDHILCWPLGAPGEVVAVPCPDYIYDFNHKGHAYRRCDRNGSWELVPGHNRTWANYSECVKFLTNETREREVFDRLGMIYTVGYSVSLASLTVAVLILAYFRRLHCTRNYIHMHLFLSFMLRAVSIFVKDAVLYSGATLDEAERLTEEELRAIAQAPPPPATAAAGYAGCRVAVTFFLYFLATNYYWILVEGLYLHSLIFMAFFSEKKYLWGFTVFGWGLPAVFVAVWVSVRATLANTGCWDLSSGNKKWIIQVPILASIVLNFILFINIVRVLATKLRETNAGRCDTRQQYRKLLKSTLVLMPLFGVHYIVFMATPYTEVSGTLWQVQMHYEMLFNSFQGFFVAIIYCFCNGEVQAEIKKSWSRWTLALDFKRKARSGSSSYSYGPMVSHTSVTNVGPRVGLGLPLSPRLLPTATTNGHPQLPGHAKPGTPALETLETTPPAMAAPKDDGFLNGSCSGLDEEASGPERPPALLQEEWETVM
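HEK-293-derived GP2 cells expressing PTHR1 and a GloSensor cAMP reporter, 3,000/well, plated overnight, given luciferin plus IBMX (each 0.5 mM as added) for 1 h at 37 °C, then compound for 1 h at 37 °C. Luminescence was read after 15 min at room temperature.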
TDP-43 yeast inh – qHTS of TDP-43 Inhibitors; TDP-43 expressing yeast growth rescue, BacTiter-Glo, 24 h; 410,000 tested, 1.8% active; Potency, µM (titrated, usually from 46.1 µM), for the others: at the highest dose growth rescue (activation), most hits filed as activators; also: potency is read from the fitted curve at half-maximal effect; % of control where 0% means no effect; nearly all actives have a fitted effect of over 50% in size
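Galactose-induced TDP-43 yeast, OD600=0.02, compound pinned; 24 hr, 30 deg C; BacTiter-Glo luminescence for growth. Inhibitors of TDP-43 toxicity read as activators.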
Numbers without * were called inactive; & = joins results of further samples; [ ] = dose if it differs, or a comment. Unless noted, calls follow the shape of the dose curve; as a rule, active = well fitted curve in the direction sought with a large enough effect; inconclusive = small, poorly fitted or top-dose-only effect, or another doubt; inactive = no such curve, though single readings can be large; an effect the other way counts as inactive or inconclusive.

Results for CC1(c2nnc(-c3ccc(F)cc3)o2)CC(c2ccccc2)=NO1 (configuration not stated) ?
Akt phos inh: inactive; FUS yeast rescue: 11%; Abeta rescue: 0%; aSyn rescue: 8%; GLP-1R inv ag: 16%; GLP1R cytotox: 0%; Mm-Cpn inhibitor: 2%; PTHR1 ag: -30%[inhibitor]; TDP-43 yeast inh: 26%

Results for CC(Nc1ccccc1N1CCCCC1)C(=O)N1CCc2ccccc21 (configuration not stated) ?
Akt phos inh: inactive; FUS yeast rescue: -17%; Abeta rescue: 16%; aSyn rescue: -24%; GLP-1R inv ag: -29%; GLP1R cytotox: -4%; Mm-Cpn inhibitor: -1%; PTHR1 ag: -35%[inhibitor]; TDP-43 yeast inh: inconclusive

Results for Cc1cc2[nH]c(=O)c(=O)[nH]c2cc1S(=O)(=O)N1CCN(c2cccc(C)c2C)CC1 ?
Akt phos inh: inactive; FUS yeast rescue: -11%&-17%; Abeta rescue: 8%&-26%; aSyn rescue: 5%; GLP-1R inv ag: -9%&-2%; GLP1R cytotox: -15%&4%; Mm-Cpn inhibitor: -6%; PTHR1 ag: -27%&-38%; TDP-43 yeast inh: 5%&9%

How did C[C@@H]1CC=C[C@H]2[C@H]1C(=O)N(Cc1ccccc1)[C@H]2c1ccc(/C=C/c2ccccc2)cc1F do in these assays?
Akt phos inh: inactive; FUS yeast rescue: 41%; Abeta rescue: 4%; aSyn rescue: 2%; GLP-1R inv ag: inconclusive; GLP1R cytotox: 2%; Mm-Cpn inhibitor: 0%; PTHR1 ag: -8%; TDP-43 yeast inh: 10%

How did O=C(Cc1ccc(F)cc1)NC(Cc1c[nH]c2ccccc12)C(=O)O (configuration not stated) do in these assays?
Akt phos inh: inactive; FUS yeast rescue: -1%; Abeta rescue: -6%; aSyn rescue: 0%; GLP-1R inv ag: 22%; GLP1R cytotox: 27%; Mm-Cpn inhibitor: -2%; PTHR1 ag: inactive; TDP-43 yeast inh: -12%

Results for CCOc1ccc(-n2ccnc2SCC(=O)Nc2nnc(CC)s2)cc1 ?
Akt phos inh: inactive; FUS yeast rescue: -6%; Abeta rescue: 9%; aSyn rescue: 2%; GLP-1R inv ag: 1%; GLP1R cytotox: 1%; Mm-Cpn inhibitor: -1%; PTHR1 ag: -7%; TDP-43 yeast inh: 11%

What do the screens show for `CNc1c(N)n(Cc2ccccc2)c(=O)[nH]c1=O`?
Akt phos inh: inactive; FUS yeast rescue: 0%; Abeta rescue: 14%; aSyn rescue: -9%; GLP-1R inv ag: 11%; GLP1R cytotox: 3%; Mm-Cpn inhibitor: -1%; PTHR1 ag: -42%[inhibitor]; TDP-43 yeast inh: 18%

Results for C[C@H](NC(=O)C1CCN(C(=O)[C@H](Cc2ccccc2)NC(=O)OC(C)(C)C)CC1)C(=O)O ?
Akt phos inh: inactive; FUS yeast rescue: -2%; Abeta rescue: 6%; aSyn rescue: 3%; GLP-1R inv ag: 4%; GLP1R cytotox: -2%; Mm-Cpn inhibitor: 1%; PTHR1 ag: -2%; TDP-43 yeast inh: 2%

How did CCOC(=O)c1[nH]c(COC(=O)CCCOc2ccccc2)c(C(=O)OCC)c1C do in these assays?
Akt phos inh: inactive; FUS yeast rescue: 19%; Abeta rescue: 15%; aSyn rescue: 7%; GLP-1R inv ag: 2%; GLP1R cytotox: -9%; Mm-Cpn inhibitor: 2%; PTHR1 ag: inactive; TDP-43 yeast inh: 11%

Results for Nc1nc2c(nc(SCc3ccccc3Br)n2[C@@H]2O[C@H](CO)[C@@H](O)[C@H]2O)c(=O)[nH]1 ?
Akt phos inh: inactive; FUS yeast rescue: 11%; Abeta rescue: 8%; aSyn rescue: -2%; GLP-1R inv ag: -4%; GLP1R cytotox: -10%; Mm-Cpn inhibitor: -1%; PTHR1 ag: inactive; TDP-43 yeast inh: -1%

What do the screens show for `O=C(Nc1ccc(Cl)cc1)N[C@@H]1CC[C@H](CCNS(=O)(=O)c2ccccc2F)O[C@@H]1CO`?
Akt phos inh: inactive; FUS yeast rescue: 25%; Abeta rescue: -6%; aSyn rescue: 0%; GLP-1R inv ag: -23%; GLP1R cytotox: 1%; PTHR1 ag: -77%[inhibitor]; TDP-43 yeast inh: 13%

How did N/C(=N\O)c1ccccc1N1CCCCC1 do in these assays?
Akt phos inh: inactive; FUS yeast rescue: -23%; Abeta rescue: -15%; aSyn rescue: 6%; GLP-1R inv ag: -5%; GLP1R cytotox: -1%; Mm-Cpn inhibitor: -3%; PTHR1 ag: -8%; TDP-43 yeast inh: 3%

How did CCc1nc(SCC(=O)Nc2ccnc3ccccc23)n[nH]1 do in these assays?
Akt phos inh: inactive; FUS yeast rescue: 7%; Abeta rescue: 2%; aSyn rescue: 8%; GLP-1R inv ag: 5%; GLP1R cytotox: -21%; Mm-Cpn inhibitor: 0%; PTHR1 ag: inactive; TDP-43 yeast inh: -14%

What do the screens show for `CC1CCCC(NC(=O)COC(=O)CCC2CCCC2)C1C` (configuration not stated)?
Akt phos inh: inactive; FUS yeast rescue: 35%; Abeta rescue: 5%; aSyn rescue: -1%; GLP-1R inv ag: 9%; GLP1R cytotox: -12%; Mm-Cpn inhibitor: -2%; PTHR1 ag: -2%[57.5 µM]; TDP-43 yeast inh: -21%

What do the screens show for `Cc1cc(C(=O)CS(=O)(=O)c2ccc(F)cc2)cc(C)c1O`?
Akt phos inh: inactive; FUS yeast rescue: 3%; Abeta rescue: -8%; aSyn rescue: 11%; GLP-1R inv ag: 0%; GLP1R cytotox: inconclusive; Mm-Cpn inhibitor: 0%; PTHR1 ag: -15%; TDP-43 yeast inh: 3%

How did COCC(=O)N1CCC(n2nccc2NC(=O)c2ccccc2OC)CC1 do in these assays?
Akt phos inh: inactive; FUS yeast rescue: 17%; Abeta rescue: 5%; aSyn rescue: 3%; GLP-1R inv ag: 4%; GLP1R cytotox: -8%; Mm-Cpn inhibitor: -1%; PTHR1 ag: -31%[inhibitor]; TDP-43 yeast inh: -23%

Results for Cc1cccc(N(CC(=O)NCCSc2ccc(Cl)cc2)S(C)(=O)=O)c1C ?
FUS yeast rescue: 40%; Abeta rescue: 14%; GLP-1R inv ag: inconclusive; GLP1R cytotox: -1%; PTHR1 ag: -36%[inhibitor]; TDP-43 yeast inh: 28%

How did COc1cccc(-c2cnc3c(NC(C)=O)cc(-c4cccc(C(=O)N(C)C)c4)cn23)c1 do in these assays?
Akt phos inh: inactive; FUS yeast rescue: 4%; Abeta rescue: 0%; aSyn rescue: -10%; GLP-1R inv ag: -11%; GLP1R cytotox: -5%; PTHR1 ag: -7%; TDP-43 yeast inh: 7%

Results for Nc1ccc(C(=O)O)c(O)c1 ?
Akt phos inh: inactive; FUS yeast rescue: -10%&-16%&-24%; Abeta rescue: 0%&-23%&-17%; aSyn rescue: 3%&-15%&1%; GLP-1R inv ag: -10%&4%&-1%; GLP1R cytotox: 4%&1%&6%; Mm-Cpn inhibitor: 0%&-1%&0%&1%; PTHR1 ag: -17%&17%; TDP-43 yeast inh: 0%&12%&-3%

Results for Cc1nc(-n2ncc(C#N)c2N)c2c3c(sc2n1)CCC3 ?
Akt phos inh: inactive; FUS yeast rescue: -10%; Abeta rescue: -7%; aSyn rescue: -2%; GLP-1R inv ag: 2%; GLP1R cytotox: -13%; Mm-Cpn inhibitor: 2%; PTHR1 ag: inactive; TDP-43 yeast inh: 6%

How did CSc1ncccc1C(=O)OCC(=O)NCCCc1ccccc1 do in these assays?
Akt phos inh: inactive; FUS yeast rescue: -1%; Abeta rescue: 12%; aSyn rescue: 1%; GLP-1R inv ag: 7%; GLP1R cytotox: 2%; Mm-Cpn inhibitor: 0%; PTHR1 ag: -2%; TDP-43 yeast inh: 18µM*

What do the screens show for `CCCc1nnc(NC(=O)c2cccc(OC)c2)s1`?
Akt phos inh: inactive; Abeta rescue: -5%; aSyn rescue: -3%; GLP-1R inv ag: 4%; GLP1R cytotox: -4%; Mm-Cpn inhibitor: -8%; PTHR1 ag: -5%; TDP-43 yeast inh: inconclusive

How did CC(=O)NC1=NN(C(C)=O)C(C)(CS(=O)(=O)c2ccc3ccccc3c2)S1 (configuration not stated) do in these assays?
Akt phos inh: inactive; FUS yeast rescue: -1%; Abeta rescue: 4%; aSyn rescue: -7%; GLP-1R inv ag: -1%; GLP1R cytotox: -15%; Mm-Cpn inhibitor: 1%; PTHR1 ag: inactive; TDP-43 yeast inh: -4%

These rows are one share of the data, so the mix of outcomes need not match the whole.
